Screening data from PubChem BioAssay.
PTHR1 agonist: activates the human parathyroid hormone receptor PTHR1. HEK293 GP2 PTHR1 cells, GloSensor cAMP luminescence, 1 h. Potency, µM (doses to about 115 µM), for inactives: top-dose activation, usual class: activators. 410,000 tested, 0.075% active; also: potency is read from the fitted curve at half-maximal effect; nearly all actives have a fitted effect of over 55% in size; some results filed as inactive show a strong effect at the top dose; inactives centre near -15; many of its hits are not listed in these tables
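HEK-293-derived GP2 cells expressing PTHR1 and a GloSensor cAMP reporter, 3,000/well, plated overnight, given luciferin plus IBMX (each 0.5 mM as added) for 1 h at 37 °C, then compound for 1 h at 37 °C. Luminescence was read after 15 min at room temperature.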
D3 antag: antagonists of human D3 dopamine receptor | P35462 | D3R cells, DiscoveRx beta-arrestin luminescence, antagonist mode; hits give low values | max response, negative = inhibition, % | 360,000 tested, 2.5% active | AID 652054; in the data active = max response below about -50%; inconclusive = no clear call, values can overlap the other calls; also: % is scaled to controls: 0 for no effect and ±100 for the full control effect; mostly tested at two doses, the higher about 12 µM
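Cells plated overnight at 1500 cells/well, then exposed to library compounds with dopamine controls for 90 minutes at 37 degrees C. DiscoveRx reagent added for 30–60 minutes at room temperature; luminescence read, quantitative HTS format.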
pAkt inh: blocks phosphorylation of Akt; Neuro2A IGF-stimulated pAkt S473 HTRF, 20 min; hits give low values; activity change, % for hits at 50 µM; 360,000 tested, 0.32% active; in the data active = activity change below about -80%; inconclusive = mostly about -51% to -80%; also: % is scaled to controls: 0 for no effect and ±100 for the full control effect
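Neuro2A cells in DMEM with 0.5% FBS, overnight at 37 deg C, given compound at single 50 µM final, then IGF (6 nM final) for 20 min at 37 deg C. Lysed; phospho-Akt Ser473 by HTRF after 24 h, 665/615 ratio.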
MmCpn inh: inhibitors of Methanococcus maripaludis chaperonin (MmCpn); purified Mm-Cpn ATPase, ADP Transcreener TR-FRET; Potency, µM (series often up to 76.9 µM), for inactives: top-dose activity, negative = inhibition, usual class: inhibitors; 330,000 tested, 0.031% active; AID 504842; also: potency is read from the fitted curve at half-maximal effect; % is scaled to controls: 0 for no effect and ±100 for the full control effect; nearly all actives have a fitted effect of over 80% in size
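TR-FRET (320 nm excitation; 590 and 665 nm emission) reports ADP made from 10 uM ATP by 25 nM enzyme; compounds were preincubated 10 min, reaction run 30 min, both at 37°C.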
CCT modulator: changes cytosolic chaperonin activity; purified chaperonin ATPase assay, HTRF ADP detection, 30 min; activity change, % (test concentration not listed), hits read low; 360,000 tested, 0.3% active; AID 651819; in the data active = activity change below about -30%; also: % is scaled to controls: 0 for no effect and ±100 for the full control effect
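ATPase activity: ADP formed was measured by HTRF Transcreener (665/615 nm ratio) after 30 min at 37 deg C with 10 uM ATP. Compounds screened at one 76 uM concentration against 40 or 20 nM TRiC in Tris pH 7.4/KCl/MgCl2/DTT buffer.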
EPAC2 antagonist: EPAC2 (human) antagonism; EPAC2 GEF exchange of Rap1B-BODIPY-GDP, fluorescence; Potency, µM (series often up to 114 µM), for the others: top-dose activity, negative = inhibition, most hits filed as inhibitors; 360,000 tested, 0.18% active; also: potency is read from the fitted curve at half-maximal effect; % is scaled to controls: 0 for no effect and ±100 for the full control effect; nearly all actives have a fitted effect of over 45% in size; many of its hits are not listed in these tables
Target sequence (Q8WZA2 whole entry, looked up): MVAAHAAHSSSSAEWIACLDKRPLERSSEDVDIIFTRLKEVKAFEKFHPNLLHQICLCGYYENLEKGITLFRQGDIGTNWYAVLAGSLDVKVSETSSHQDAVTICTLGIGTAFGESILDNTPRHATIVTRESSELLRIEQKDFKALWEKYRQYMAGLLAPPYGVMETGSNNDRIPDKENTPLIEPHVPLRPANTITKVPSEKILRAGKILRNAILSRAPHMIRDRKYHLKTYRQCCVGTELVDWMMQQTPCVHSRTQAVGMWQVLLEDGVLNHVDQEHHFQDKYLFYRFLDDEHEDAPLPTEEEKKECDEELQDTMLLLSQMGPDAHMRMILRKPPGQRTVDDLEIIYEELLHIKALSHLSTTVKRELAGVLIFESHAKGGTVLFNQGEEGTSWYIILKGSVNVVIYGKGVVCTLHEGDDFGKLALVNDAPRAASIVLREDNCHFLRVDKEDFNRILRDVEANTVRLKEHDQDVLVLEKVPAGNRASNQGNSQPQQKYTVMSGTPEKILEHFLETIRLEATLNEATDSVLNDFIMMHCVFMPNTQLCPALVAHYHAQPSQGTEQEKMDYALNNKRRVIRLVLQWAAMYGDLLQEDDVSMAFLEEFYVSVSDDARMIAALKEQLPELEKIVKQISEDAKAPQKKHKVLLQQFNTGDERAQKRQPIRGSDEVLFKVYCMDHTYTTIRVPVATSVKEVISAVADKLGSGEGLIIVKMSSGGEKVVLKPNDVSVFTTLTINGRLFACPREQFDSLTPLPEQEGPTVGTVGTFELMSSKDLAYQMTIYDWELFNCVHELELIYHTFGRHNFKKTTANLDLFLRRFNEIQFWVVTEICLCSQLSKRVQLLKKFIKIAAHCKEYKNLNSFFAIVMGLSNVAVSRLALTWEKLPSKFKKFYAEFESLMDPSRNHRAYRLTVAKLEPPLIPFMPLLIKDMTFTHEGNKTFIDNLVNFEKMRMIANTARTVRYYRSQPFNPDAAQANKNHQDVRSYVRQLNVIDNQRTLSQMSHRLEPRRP
EPAC2 ag: agonists of human EPAC2 (RAPGEF4). EPAC2 activation, biochemical qHTS; response scale: 100% = 6.5 mM cAMP response. Potency, µM (top dose mostly 154 µM), without a hit: at the highest dose activation, most hits filed as activators. 360,000 tested, 0.079% active. AID 720711; also: potency is read from the fitted curve at half-maximal effect; nearly all actives have a fitted effect of over 50% in size
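In this primary screen, activation is scored as increased exchange of BODIPY-GDP from Rap1B by 100 nM EPAC2, with 50 uM GDP as competitor. Signal is normalized to the 6.5 mM cAMP agonist control.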
D3 ag: activates the human D3 dopamine receptor; max activation, %; 410,000 tested, 0.58% active; D3R DiscoveRx beta-arrestin cells, luminescence, 90 min; P35462; in the data active = max activation above about 30%; also: 0% is about no effect; mostly tested at two doses, the higher about 12 µM
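Agonist mode: compounds and dopamine controls were applied to plated cells for 90 min at 37 degrees C after an overnight attachment at 1500 cells/well. Luminescent read-out followed 30 - 60 minutes at room temperature with DiscoveRx detection reagent.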
* = called active by the depositor; i = inactive; ? = inconclusive; . = not tested or not shown; & = joins results of further samples; [ ] = remark or other dose. Unless noted, calls follow the shape of the dose curve; as a rule, active = well fitted curve in the direction sought with a large enough effect; inconclusive = small, poorly fitted or top-dose-only effect, or another doubt; inactive = no such curve, though single readings can be large; an effect the other way counts as inactive or inconclusive. A portion of the library; rates above refer to the full screens.

SMILES	PTHR1 agonist	D3 antag	pAkt inh	MmCpn inh	CCT modulator	EPAC2 antagonist	EPAC2 ag	D3 ag
O=c1c2cccc3c2c(nn1-c1ccccc1)-c1ccccc1-3	22%	-17	i	0%	1.9	5%	4%	4
Cc1ccc2oc(=O)c(/C=C(\O)c3ccco3)nc2c1	i	8	i	1%	0.3	214%[activator]	100µM*	13
CC(=O)Nc1cccc(C(=O)Nc2cccc(S(=O)(=O)NCc3ccco3)c2)c1	-6%	3	i	1%	-2.3	-7%	6%	-4
COCCn1c(SCC(=O)NCc2ccccc2)nnc1-c1ccco1	-4%[57.5 µM]	-1	i	3%	0.0	15%	3%	-4
Cc1cc(=O)oc2cc(OC(=O)c3nn(C(C)C)c(=O)c4ccccc34)ccc12	-20%	15	i	-7%	-0.7	8%	1%	2
Cc1cnc(C(=O)OCC(=O)N2CCc3ccccc32)cn1	i	14	i	0%	2.6	3%[57.1 µM]	15%	1
COc1cc(C)c(S(=O)(=O)Nc2ccccc2F)cc1C	-26%	-25	i	0%	-0.9	-24%	5%	-8
COc1ccc(C(=O)/C(=C/N(C)C)S(=O)(=O)c2ccccc2)cc1	-31%[inhibitor]	-13	i	-2%	-3.1	6%	4%	-3
CC1CCN(S(=O)(=O)c2ccc3[nH]c(=O)[nH]c3c2)CC1	-2%	-4	i	3%	0.0	-4%	3%	8
CN1c2ccccc2N(C)C1(C)c1cccc2ccccc12	-82%[inhibitor]	4	i	2%	2.1	0%	-5%	-2
C(=N/n1c2ccccc2c2ccccc21)/c1ccco1	i	6	i	0%	-1.1	2%	13%	-3
O=C(CN1C(=O)NC2(CCCCC2)C1=O)Nc1cc(C(F)(F)F)ccc1N1CCCCC1	-15%	12	i	2%	-0.2	9%	-8%	2
COc1ccc(C(=O)N/C(=C\c2cn(C)c3ccccc23)C(=O)NCCCn2ccnc2)cc1	i	-9	i	-7%	0.4	-8%	6%	-8
CC(=O)n1cc(N(C(=O)CCl)c2ccc(C)cc2)c2ccccc21	-37%[inhibitor]	-67*	i	2%	-0.3	-29%	8%	-11
S=C(NCCc1ccccc1)N1CCCCC1	-21%	-20	i	-1%	0.2	20%	2%	-7
C=C1CCN(C(Cc2ccccc2)C(=O)OC)S(=O)(=O)c2ccc(F)cc21 (configuration not stated)	-39%[inhibitor]	0	i	1%	0.5	56µM*	12%	1
COCCCN1C(=O)c2ccc(C(=O)Nc3cccc(OC)c3)cc2C1=O	-9%[57.5 µM]	18	i	1%	-1.8	-1%	2%	5
CN(C)CCOC(=O)c1ccc(COc2ccccc2Br)o1	i	4	i	4%	0.9	2%	5%	-4
COC(=O)[C@@H](NC(=O)NCc1cccs1)C(C)C	-11%[57.5 µM]	-29	.	2%	-1.6	2%	3%	-12
CC(=O)O[C@H]1CC[C@@]2(C)C(=CC[C@H]3[C@@H]4CC[C@H](C(C)=O)[C@@]4(C)CC[C@@H]32)C1	-11%	-7	i	.	-1.2	-6%	-2%	8&-10
COCC(=O)N(C)C[C@H]1Oc2ncc(Br)cc2C(=O)N([C@@H](C)CO)C[C@H]1C	-26%	19	i	.	-0.5	5%	-4%	1
CC(C)N1CC(C(=O)Nc2ccc(F)c(Cl)c2)CC1=O (configuration not stated)	i	9	i	1%	1.3	6%	4%	4
CSc1ccccc1C(=O)NCC(c1ccco1)N(C)C (configuration not stated)	i	4	i	1%	-1.3	12%	9%	-8
COc1ccc2c3n([n+]([O-])c2c1)CCN=C3c1ccc(C)cc1	?	?	i	-4%	-0.8	?	1%	2
Cc1cc(C)c(NC(=O)CSCc2c(C)noc2C)c(Cl)c1	i	0	i	-1%	1.7	5%	18%	-8
CCCN(CC(=O)Nc1cc(Cl)ccc1Cl)C(=O)/C=C/c1ccco1	i	11	i	1%	0.3	-4%	1%	-2
CC(C)CCNC(=O)CCCn1c(=O)[nH]c2ccc(Br)cc2c1=O	-22%	-8	i	0%	0.8	9%	1%	2
N#Cc1cc(C#N)c(SCC(=O)NCC2CCCO2)nc1N (configuration not stated)	i	5	i	1%	0.0	4%	1%	1
CC(C)(C)c1cc(C(=O)N2CCc3ccccc32)ccn1	?	7	i	-2%	0.8	-6%	-11%	4
COc1ccccc1COCC(O)CNCC1(N2CCCCC2)CCCCC1 (configuration not stated)	i	-60*	i	0%	-1.7	-3%[57.1 µM]	8%	-8
CCN(c1ccccc1)S(=O)(=O)c1ccc(OC)c(NC(=O)c2cc(Cl)ccn2)c1	i	-12	i	-1%	-0.3	15%	-10%	3
COc1cc2[nH]c(=O)n(Cc3ccc(C(=O)NCCCN4CCN(C)CC4)cc3)c(=O)c2cc1OC	i	15	i	0%	-3.1	3%	8%	-4
COc1cc(CNc2ncn[nH]2)cc(Br)c1OC	-7%	2	i	?	-5.3	-1%	1%	-1
CCC(C)(C)NC(=O)CN(C(=O)CNS(=O)(=O)c1ccccc1)c1ccc2c(c1)OCCO2	-8%	-12	i	1%	2.2	10%	1%	-9
CC(NC(=O)CN1C(=O)COc2ccccc21)c1ccccc1 (configuration not stated)	-14%[57.5 µM]	-13	i	0%	-0.3	6%	-4%	1
Cc1nc(SCC(=O)c2cc3ccccc3oc2=O)c(C#N)c(-c2cccs2)c1C(=O)Nc1ccccc1	-2%	-3	i	-13%	-1.9	5%	-4%	-9
Cc1ccc(CNC(=O)C(=O)NCCC2=CCCCC2)cc1	i	7	i	0%	0.9	4%	0%	-4
O=C(CN1CCN(Cc2ccccc2)CC1)N1CCCc2c1c(=O)oc1ccc(O)cc21	i	-29	i	2%[15.4 µM]	-3.1	-2%	7%	-9
CCN(CC)CCOC(=O)c1ccc(Cl)cc1Cl	i	-21	i	2%	-0.4	7%	2%	-16
Cc1ccc(SCCN2CCC(NC(=O)OCc3ccccc3)CCC2=O)cc1 (configuration not stated)	-28%	16	i	0%	-0.1	-19%	8%	6
O=C(COC(=O)COc1ccccc1[N+](=O)[O-])Nc1ccc2c(c1)OCO2	i	-3	i	-1%	0.2	23%	7%	-1
O=c1[nH]c(=O)n(C2OC(CO)C(O)C2O)c2c1CCCC2 (configuration not stated)	i	21	i	.	-0.2	-3%	4%	9
Cc1ccc(F)cc1NC(=O)/C=C/c1ccc(S(=O)(=O)N2CCOCC2)cc1	-40%[inhibitor]	7	i	2%	0.7	-11%	3%	0
CCN(CC)CCCN1C(=O)C(O)=C(C(=O)c2ccco2)C1c1ccc(OC(C)C)cc1 (configuration not stated)	-2%	2	i	0%	-0.7	0%	-3%	0
CC(C)(C)c1ccc(C(=O)Nc2cccc(S(=O)(=O)NC3=NCCC3)c2)cc1	-94%[inhibitor]	33	i	0%	0.0	-2%	6%	7
Cc1ccc(S(=O)(=O)N2CCCC2)cc1C(=O)O	i	-1	i	-1%	1.9	23%	-1%	3
FC(F)(F)c1cc(Cl)c2nc(-c3ccc(Cl)cc3)c(Cc3ccccc3)n2c1	-6%	20	i	.	0.4	-7%	-1%	3
C[C@@H](C(=O)Nc1nc2ccc(F)cc2s1)N1C(=O)C2CC=CCC2C1=O (some centres not stated)	-6%	9	i	-2%	-7.2	-2%	5%	2
Cc1ccc(N(C(=O)CNC(=O)c2ccco2)C(C(=O)NCC2CCCO2)c2ccccc2)c(C)c1 (configuration not stated)	i	12	i	2%	0.9	-2%	0%	19
CN(C1CCCCC1)S(=O)(=O)c1ccc(NC(=O)c2ccco2)cc1	?	9	i	2%	1.4	-4%	5%	-8
The results go on:
SMILES	PTHR1 agonist	D3 antag	pAkt inh	MmCpn inh	CCT modulator	EPAC2 antagonist	EPAC2 ag	D3 ag
CCN(CC)CC(C)OC(=O)COc1ccc(OC)cc1 (configuration not stated)	i	24	i	-11%	-1.2	0%	-1%	-13
NC(=O)C1CCN(C(=O)CCC(=O)N2CCOc3ccc(Cl)cc32)CC1	i	25	i	-3%	-0.8	-6%	-1%	1
COc1ccc(S(=O)(=O)Cc2ccc(C(=O)N3CCN(c4cc(Cl)ccc4C)CC3)o2)cc1	-34%	-20	i	-1%	-2.0	-9%	9%	0
CC(C)C(=O)NNC(=O)CSc1nnnn1C(C)C	-11%	16	i	2%	-0.2	-3%	-12%	-1
COc1c(C)cc(C(=O)C2CCCN(C(=O)c3cc(C4CC4)[nH]n3)C2)cc1C (configuration not stated)	-31%[inhibitor]	-12	i	0%	-1.0	2%	2%	-8
Cc1cc(C2C(C#N)=C(N)Oc3n[nH]c(C)c32)c(C)s1 (configuration not stated)	-38%[inhibitor][57.5 µM]	-16	i	2%	2.0	-1%	4%	-3
COc1cccc(C(=O)Nc2ccccc2-c2ccccc2)c1	-24%	9	i	-2%	-3.4	-1%	?	-3
O=C(Nc1cc(C(F)(F)F)ccc1N1CCOCC1)C1=NN(c2ccccc2)C(=O)CC1	-23%	1	.	0%	-2.8	-27%	-1%	-1
CCOC(=O)c1sc2nc(CSc3ccccc3)nc(N3CCC(C(N)=O)CC3)c2c1C	-11%	-8	i	-29%	-3.1	-20%	17%	-18
Cn1nc(C(C)(C)C)cc1NC(=O)C1(C)CCN1C(=O)CCc1ccccc1 (configuration not stated)	-22%	0	i	.	-0.9	9%	12%	-7

An excerpt of the results above, as a working copy:
SMILES	PTHR1 agonist	D3 antag	pAkt inh	MmCpn inh	CCT modulator	EPAC2 antagonist	EPAC2 ag	D3 ag
COc1cccc(C(=O)Nc2ccccc2-c2ccccc2)c1	-24%	9	i	-2%	-3.4	-1%	?	-3
O=C(Nc1cc(C(F)(F)F)ccc1N1CCOCC1)C1=NN(c2ccccc2)C(=O)CC1	-23%	1	.	0%	-2.8	-27%	-1%	-1
CCOC(=O)c1sc2nc(CSc3ccccc3)nc(N3CCC(C(N)=O)CC3)c2c1C	-11%	-8	i	-29%	-3.1	-20%	17%	-18
Cn1nc(C(C)(C)C)cc1NC(=O)C1(C)CCN1C(=O)CCc1ccccc1 (configuration not stated)	-22%	0	i	.	-0.9	9%	12%	-7

Going on with the list:
SMILES	PTHR1 agonist	D3 antag	pAkt inh	MmCpn inh	CCT modulator	EPAC2 antagonist	EPAC2 ag	D3 ag
O=C(O)C1CCC(CN(Cc2cccc(Br)c2)C(=S)Nc2ccccc2F)CC1 (configuration not stated)	i	-5	i	3%	-3.3	-11%	4%	-7
COC(=O)[C@@]1(Cc2ccc(F)cc2)[C@H]2c3cc(C(=O)N4CCCC4)n(CCSCCO)c3C[C@H]2CN1C(=O)c1ccccc1	3%	-29	i	.	-1.0	-18%	10%	-5
CCN(C1CCCCC1)S(=O)(=O)c1ccc(C(=O)O)cc1	i	15	i	3%	-0.4	6%	-1%	1
O=S(=O)(Nc1ccc(S(=O)(=O)Nc2nccs2)cc1)c1ccc(Br)cc1	-8%	-1	i	1%	-0.5	-24%	10%	1
